# N370S GC = qHTS Assay for Inhibitors and Activators of N370S glucocerebrosidase as a Potential Chaperone Treatment of Gaucher Disease; Potency, µM (highest dose often 59.4 µM), without a hit: top-dose activity change, negative = inhibition, actives largely listed as inhibitors; Lysosomal acid glucosylceramidase (Homo sapiens), P04062; actives 0.092% (n = 330,000); N370S GC spleen homogenate, 4MU-glucoside fluorescence;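 further: 0% = full enzyme activity and -100% = no enzyme basal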
# FEN1 inhibitor = qHTS Assay for the Inhibitors of Human Flap endonuclease 1 (FEN1). P39748. Recombinant FEN1 flap cleavage, fluorescence, 15 min. Potency, µM (series often up to 114 µM), for inactives: at the top dose activity change, negative = inhibition, actives largely listed as inhibitors. actives 0.35% (n = 390,000). AID 588795, 2011; further: nearly all actives have a fitted effect of over 65% in size
#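 Steps: FEN1 (10 nM) dispensed; compound added by pin tool; 15 min at room temperature; substrate added to 50 nM final; reads at 0 min and 15 min; data normalized and fitted (four-parameter Hill).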
# GCN5L2 inh = qHTS Assay for Inhibitors of GCN5L2; Potency, µM (top dose mostly 58.9 µM), inactives show at the top dose activity change, negative = inhibition, usual class: inhibitors; actives 0.21% (n = 390,000); GCN5L2 HAT assay, ThioGlo1 CoA-SH fluorescence
# Target sequence (Q92830 whole entry, looked up): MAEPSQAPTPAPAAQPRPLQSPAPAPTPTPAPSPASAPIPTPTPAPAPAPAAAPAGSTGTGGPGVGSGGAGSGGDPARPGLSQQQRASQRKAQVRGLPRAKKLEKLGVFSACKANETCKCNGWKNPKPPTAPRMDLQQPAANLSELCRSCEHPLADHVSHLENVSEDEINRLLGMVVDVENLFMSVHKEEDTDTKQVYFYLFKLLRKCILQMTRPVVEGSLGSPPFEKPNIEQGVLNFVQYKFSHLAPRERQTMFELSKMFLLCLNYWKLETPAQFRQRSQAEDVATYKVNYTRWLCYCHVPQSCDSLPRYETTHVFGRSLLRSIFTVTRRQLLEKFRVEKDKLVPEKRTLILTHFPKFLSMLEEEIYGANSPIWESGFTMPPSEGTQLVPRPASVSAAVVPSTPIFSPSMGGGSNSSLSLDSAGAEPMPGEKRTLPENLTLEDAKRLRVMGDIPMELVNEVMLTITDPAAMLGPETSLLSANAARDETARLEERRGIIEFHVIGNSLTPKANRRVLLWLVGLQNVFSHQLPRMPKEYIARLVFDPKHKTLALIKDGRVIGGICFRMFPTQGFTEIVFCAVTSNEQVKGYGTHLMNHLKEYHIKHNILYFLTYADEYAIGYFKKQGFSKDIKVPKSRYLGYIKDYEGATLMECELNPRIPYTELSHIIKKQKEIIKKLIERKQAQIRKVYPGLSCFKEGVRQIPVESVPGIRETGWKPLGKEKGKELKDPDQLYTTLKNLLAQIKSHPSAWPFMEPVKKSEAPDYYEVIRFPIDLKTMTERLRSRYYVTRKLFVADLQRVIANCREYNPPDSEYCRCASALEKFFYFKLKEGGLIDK
#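 Enzyme at 20nM final was mixed with library compounds for 15 min at room temperature. Peptide H3(1-25) at 75uM, acetyl-CoA at 70uM and ThioGlo1 at 50uM were then added. Plates were read immediately and after 20 min (Ex340nm/Em540nm).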
# Starred values were filed as active, the others as inactive; ? = inconclusive; · = no result given; & = joins results of further samples; [ ] = remark or other dose. The call rests on the fitted dose curve; in most records, active means well fitted curve in the direction sought with a large enough effect; inconclusive means small, poorly fitted or top-dose-only effect, or another doubt; inactive means no such curve, though single readings can be large; an effect the other way counts as inactive or inconclusive. Unless noted, on the % scale 0 is the no-effect control and ±100 the full control effect; potency means the concentration at half of the fitted maximal effect.
SMILES,N370S GC,FEN1 inhibitor,GCN5L2 inh
O=C(OCc1nc2ccc(Cl)cc2n1CCO)c1ccc(O)cc1,-6%,0%,-1%
O=C(Cc1ccc(NC2=NC3CS(=O)(=O)CC3S2)cc1)Nc1ccc(F)cc1 (stereo not drawn),-1%,-4%,-7%
CN(C)c1ccc(CNC(=O)Cn2c(-c3cccs3)cc3cc(Cl)ccc32)cc1,·,-1%,1%
COc1cccc(/C=N/NC(=O)C(=O)N2CCCCCC2)c1OC,1%,2%,-9%
Cc1cc(C)c(NC(=O)c2cc(C)nc3c2c(C)nn3-c2cccc(F)c2)c(C)c1,·,17%,8%
CCOC(=O)N1CCN(C(=O)c2cnn3c(C(F)F)cc(-c4ccc(C)cc4)nc23)CC1,0%,-5%,-11%
N#CC1=C(N)C(C#N)(C#N)[C@H](c2ccncc2)[C@H]2CN(C(=O)OCc3ccccc3)CC=C12,-5%,-20%,0%
Cc1ccc(-c2nn(-c3ccccc3)cc2C=O)o1,-13%,-13%,-17%
COc1ccc2c(c1)c(=O)c(S(=O)(=O)c1ccccc1)cn2CC(=O)Nc1ccc(C)c(Cl)c1,·,-2%,1%
Cc1cc(C)n(CC(O)Cn2c(C)c(C)c3ccccc32)n1 (stereo not drawn),-17%,-5%,2%
CC(C)(C)NC(=O)NC(=O)CN1CCN(c2ncc(C(F)(F)F)cc2Cl)CC1,1%,-4%,-2%[0.501 µM]
O=C(c1cnn2c(C(F)(F)F)cc(-c3ccco3)nc12)N1CCc2ccccc2C1,?,-16%,-9%
CCc1ccc(S(=O)(=O)c2c[nH]c3cc(OC)c(OC)cc3c2=O)cc1,·,-16%,1%
COc1ccc(NC(=O)CNC(=O)CC23CC4CC(CC(C4)C2)C3)c(OC)c1,9%,-6%,1%
CCCC(=O)Nc1ccc2c(c1)c1ccccc1n2CC,24%,1%,-2%
CCc1ccc(NC(=S)N2CCCCCCC2)cc1,5%,14%,-1%
COc1ccccc1CNC(=O)COC(=O)COc1ccccc1Cc1ccccc1,-2%,10%,-2%
C#CCCc1ccccc1/C=[N+](/C)[O-],·,-14%,-22%
O=C(CSc1nc(C2CC2)nc2ccccc12)N1c2ccccc2Sc2ccc(C(F)(F)F)cc21,13%,-8%,-3%
CCOc1ccc(CN(C)CC(=O)Nc2cc(OC)c([N+](=O)[O-])cc2C)cc1,-3%,-1%,-25%

# Seven of the compounds above, with two lines to a compound.
# Every second line gives: N370S GC, FEN1 inhibitor, GCN5L2 inh
> COc1ccc(NC(=O)CNC(=O)CC23CC4CC(CC(C4)C2)C3)c(OC)c1
    9%, -6%, 1%
> CCCC(=O)Nc1ccc2c(c1)c1ccccc1n2CC
    24%, 1%, -2%
> CCc1ccc(NC(=S)N2CCCCCCC2)cc1
    5%, 14%, -1%
> COc1ccccc1CNC(=O)COC(=O)COc1ccccc1Cc1ccccc1
    -2%, 10%, -2%
> C#CCCc1ccccc1/C=[N+](/C)[O-]
    ·, -14%, -22%
> O=C(CSc1nc(C2CC2)nc2ccccc12)N1c2ccccc2Sc2ccc(C(F)(F)F)cc21
    13%, -8%, -3%
> CCOc1ccc(CN(C)CC(=O)Nc2cc(OC)c([N+](=O)[O-])cc2C)cc1
    -3%, -1%, -25%

# (more compounds)
SMILES,N370S GC,FEN1 inhibitor,GCN5L2 inh
COc1ccc2c(c1)c1c(c(=O)n(Cc3ccccc3)c(=O)n1CC(=O)NCc1ccccc1)n2C,·,15%,-5%
CCC(C)[C@H]1CNC(=S)N1CCC12CC3CC(CC(C3)C1)C2 (stereo partly drawn),3%,0%,-1%
Cc1cccc(C(=O)OCC(=O)c2cccc(Br)c2)c1O,1%,2%,-4%
N#Cc1cc2c(nc1SCc1ccncc1)CCC2,3%,-17%,-2%
COc1ccc(NS(=O)(=O)c2cc(-c3onc(C)c3C)ccc2C)c(OC)c1,·,-9%,-1%
NC(=O)NO,-19%&1%&1%,20%,-9%&0%
COC(=O)CC(NC(=O)c1ccco1)c1ccc(C(C)C)cc1 (stereo not drawn),6%,-5%,-1%
Cc1ccc2c(CN3CCC(C(N)=O)CC3)cc(=O)oc2c1C,3%,4%,-6%
CCCN1CCN(C(=O)CN2C(=O)COc3ccc(S(=O)(=O)N(CC)CC)cc32)CC1,5%,-2%,0%
CSCCC(NC(=O)c1ccco1)C(=O)NCC(C)(C)N1CCOCC1 (stereo not drawn),·,51%[activator],-5%
N#Cc1ccc(/C=C/C(=O)c2cccnc2)cc1,4%,-4%,1%
CCn1cc(CN2CCC(n3nccc3NC(=O)CCOc3ccccc3)CC2)c(C)n1,6%,-12%,0%
OCc1cn(-c2ccccc2)nc1-c1ccc2c(c1)OCCO2,·,-10%,-8%
COc1cccc(C(=O)Nc2ncc3c(n2)CC(C)CC3=O)c1 (stereo not drawn),13%,-4%,-1%
COc1ccc(N(CC(=O)N/N=C/c2cccnc2)S(=O)(=O)c2ccccc2)c(OC)c1,-1%,7%,-2%
Cc1ccc(/C(O)=C2/C(=O)C(=O)N(CC(=O)O)C2c2ccc([N+](=O)[O-])cc2)cc1 (stereo not drawn),-2%,-1%,-12%
CC1=NOC(=O)/C1=C\c1ccc(-c2ccc(Br)cc2)o1,-7%,?,?
CCn1cnc2c(oc3ccccc32)c1=O,-1%,-10%,-3%
O=C1CSC2(C(=O)N(Cc3cccc(C(F)(F)F)c3)c3ccccc32)N1c1ccc(F)c(F)c1 (stereo not drawn),·,0%,-7%
COc1ccc(NC(=O)/C(C#N)=C\c2ccc(Br)o2)cc1,-19%,-34%,-10%
Cc1ccccc1SCC(=O)OCC(=O)N1CC(=O)Nc2ccccc21,·,-8%,-10%
O=C(N/N=C/c1ccccn1)c1cc(C2CC2)nc2ccccc12,0%,10%,-3%
CNC(=O)Nc1ccccc1F,0%[12.8 µM],5%,3%
NC(=S)NNc1cc(Cl)cc(Cl)c1,-19%,4%,-5%
Clc1ccc(-c2csc(-c3cccnc3)n2)s1,9%,-2%,-7%
Cc1ccc(C)c(N2CCN(C(=O)CCCn3ncn4c(cc5occc54)c3=O)CC2)c1,10%,-19%&-4%,-3%&-13%
CC1(C(=O)Nc2cccc3ccccc23)CC1(Br)Br (stereo not drawn),12%,-16%,-6%
COc1cc(C(F)(F)F)nc2c(Br)c(C(C)(C)C)nn12,10%,0%,-5%
CCN1CCN(C(=O)C2CCN(S(=O)(=O)c3cccc4cccnc34)CC2)CC1,4%,5%,-3%
Cn1c(Cc2ccccc2)nnc1SCC(=O)NCCc1ccccc1,15%,-14%,-11%
O=C(OCn1ncc(Cl)c(Cl)c1=O)c1ccc(C(F)(F)F)cc1,12%,-9%,-5%
CCOC(=O)c1ccc(NC(=O)CC2C(=O)N(c3ccccc3)C(=O)N2Cc2cccs2)cc1 (stereo not drawn),·,7%,-6%
CCCCCCCc1ccc(C2NC(=S)NC3=C2C(=O)c2ccccc23)cc1 (stereo not drawn),4%,-9%,3%
COc1cccc(NC(=O)Nc2ccc(CC(=O)O)cc2)c1,4%,-2%,-1%
Cc1nc(-c2ccccn2)nc(N2CCOCC2)c1Cl,17%,-1%,-7%
CN(C)S(=O)(=O)c1ccc(C(=O)OCn2nnc3ccccc3c2=O)cc1,18%,-5%,-3%
CC1CCCN(C(=O)C(=O)c2cn(CC(=O)N3CCCCCC3)c3ccccc23)C1 (stereo not drawn),-9%,14%,0%
CCc1ccc(C(=O)OCC(=O)NCCNC(=O)COC(=O)c2ccc(CC)cc2)cc1,3%,6%,0%
CC(=O)Nc1ccc(CN2CCN(CCc3ccccc3)C(CCO)C2)cc1 (stereo not drawn),1%,15%,-5%
COc1ccc(NC(=O)C(C)NS(=O)(=O)c2ccc(NC(C)=O)cc2)cc1Cl (stereo not drawn),-4%,-4%,-6%

# One compound at a time, from the list above. Order of values: N370S GC	FEN1 inhibitor	GCN5L2 inh
# `Cc1cc(C)n(CC(O)Cn2c(C)c(C)c3ccccc32)n1` (stereo not drawn) as listed: -17%	-5%	2%
# `CCn1cnc2c(oc3ccccc32)c1=O` as listed: -1%	-10%	-3%
# `COc1ccccc1CNC(=O)COC(=O)COc1ccccc1Cc1ccccc1` as listed: -2%	10%	-2%
# `O=C(OCc1nc2ccc(Cl)cc2n1CCO)c1ccc(O)cc1` as listed: -6%	0%	-1%
# `CCn1cc(CN2CCC(n3nccc3NC(=O)CCOc3ccccc3)CC2)c(C)n1` as listed: 6%	-12%	0%

# Next section.
SMILES,N370S GC,FEN1 inhibitor,GCN5L2 inh
O=C(Nc1ccc(Cl)cc1)c1ccc2c(c1)N(Cc1ccccc1)C(=O)c1ccccc1S2(=O)=O,·,-5%,4%
CCOc1ccc(S(=O)(=O)NCCC(=O)NCC(c2ccc(OC)cc2)N2CCCCC2)cc1 (stereo not drawn),-2%,-1%,2%
COc1c(N2CCN(C(=S)Nc3ccccc3)C(C)C2)c(F)cc2c(=O)c(C(=O)O)cn(C3CC3)c12 (stereo not drawn),4%,·,-11%
CC(=O)Nc1ccc(S(=O)(=O)NNC(=O)COc2cc(C)ccc2C(C)C)cc1,?,-2%,·
CN(Cc1ccccc1)C(=O)CN1CCN(C(c2ccccc2)c2ccccc2)CC1,-13%,-9%,-4%
CSc1ccc(S(=O)(=O)Nc2ccccc2C(=O)N2CCOCC2)cc1,2%,-2%,-2%
Cc1ccc(NC(=O)CCC(=O)NNC(=O)COc2cccc3ccccc23)c(C)c1,4%,35%[activator],-9%
Cc1ccc(NC(=O)CN2C(=O)CSc3ccc(S(=O)(=O)N4CCCC4)cc32)cc1F,·,3%,-14%
COc1cc(NC(=O)c2cccc3c2C(=O)N(Cc2cccnc2)C3)cc(OC)c1OC,-3%,-10%,1%
O=C(c1ccco1)N1CCN(C(=O)c2ccccc2OC(=O)C23CC4CC(CC(C4)C2)C3)CC1,-6%,-10%,1%
O=C(Nc1cccc(S(=O)(=O)N2CCCCC2)c1)c1ccc2c(=O)n3c(nc2c1)CCCCC3,2%,-15%,-19%
COc1cc(NC(=O)CSc2nnnn2-c2ccccc2)cc(OC)c1OC,-4%,2%,·
CCOC(=O)c1ccc(N2C(=O)CC(SCC(N)C(=O)OCC)C2=O)cc1 (stereo not drawn),-4%,-10%,2%
O=C(/C=C/c1ccc(O)c(O)c1)O[C@@H]1C[C@](O)(C(=O)O)C[C@@H](O)[C@H]1O,-14%&-7%,2%&-12%,-4%&-10%
CN(c1ccccc1)S(=O)(=O)c1ccc(NC(=O)C2CC2)cc1,-2%,13%,1%
Nn1c(SCC(=O)N2CCN(S(=O)(=O)c3ccc(Cl)cc3)CC2)nnc1-c1cccs1,·,-7%,0%
Cc1ccc(C(=O)N/C(=C\c2ccco2)C(=O)NCCCn2ccnc2)cc1C,10%,2%,-11%
COc1ccc2[nH]c3c(c2c1)CCN1C(=O)C(CC(=O)NCc2ccc(OC)c(OC)c2)C[C@H](C(=O)N2CCOCC2)[C@@]31CCC1CCCC1 (stereo partly drawn),·,-2%,-5%
C=CCNC(=O)c1ccc2nc(-c3ccccc3)c(-c3ccccc3)nc2c1,-11%,-6%,-15%
CCN(CC)CCn1c2c(c(SCC(=O)Nc3nc(C)cs3)nc1=O)CCCC2,-3%,-1%,0%
NC(=S)N=Nc1c(O)n(CC(=O)Nc2ccccc2)c2ccccc12,-3%,-6%,1%
O=C(N/N=C/c1ccc2c(c1)OCO2)c1ccc(Cl)cc1Cl,-4%,-8%,-7%
COc1ccc(OC)c(S(=O)(=O)N2CCC(C(=O)NCc3ccncc3)CC2)c1,-3%,1%,-5%
CCOC(=O)Nc1cc2c(C)cc(=O)oc2cc1C,-6%,?,-17%
Cc1nc2ccccc2c(=O)n1-c1ccc(NC(=O)C(F)(F)F)cc1,·,3%,-1%
Cc1ccc(OCC(=O)N(Cc2ccco2)Cc2ccc(C)o2)cc1,·,-16%,-1%
CCN(CC(=O)Nc1c(F)cccc1F)C(=O)C1=COCCO1,-3%,3%,-3%
COc1ccc2c(c1)[C@H]1[C@H](CO2)[C@H](c2ccccc2)[C@]2(C)C(=O)Nc3cc(F)ccc3C(=O)N12,·,4%,-9%
Cc1ccc(-n2c(C)nc3c(cnn3-c3ccccc3)c2=O)cc1,·,-13%,7%
CCc1ccc(OCC(=O)Nc2ccc(S(=O)(=O)N3CCOCC3)cc2)cc1,-7%,-7%,0%
CC1(C)Cc2ccccc2C(/C(C#N)=N/O)=N1,-7%,-4%,-6%
CCc1ccc(N(CC(=O)NCC2CCCO2)C(=O)CCC(=O)Nc2nccs2)cc1 (stereo not drawn),-3%,-15%,2%
Cc1ccc(S(=O)(=O)N(C)C(C)CCc2ccco2)cc1 (stereo not drawn),·,-17%,-2%
Cn1c(C(=O)NCCN2CCN(c3ccccc3F)CC2)cc2c(=O)n(C)c3ccccc3c21,-1%,-1%,1%
NNC(=O)Cc1cn(-c2ncc(C(F)(F)F)cc2Cl)c2ccccc12,0%,-1%,-13%
CCOc1ccc(-c2csc(/C(C#N)=C/c3ccc(Br)cc3)n2)cc1,·,-11%,-13%
COc1ccc(OC)c(S(=O)(=O)N2CCC(C(=O)Nc3ccccc3)CC2)c1,-2%,14%,2%
O=S(=O)(Nc1cccc(S(=O)(=O)N2CCCC2)c1)c1cccs1,·,9%,-1%
